# Screens (PubChem)
# PP1 inh: PP1-alpha phosphatase inhibitors, primary screen, counter-screen for PP5 inhibitor project, biochemical, fluorescence, OMFP substrate, single point. Serine/threonine-protein phosphatase PP1-alpha catalytic subunit (Homo sapiens), P62136. purified PP1alpha. inhibition, % at 6.7 µM. hit rate 0.9% among 320,000;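 active means inhibition above the mean inhibition of all tested compounds plus 3 SD, computed separately for each screening campaign, cut at about 15% in these data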
# PP5 inh: PP5 phosphatase inhibitors, primary screen, biochemical, fluorescence. inhibition, % at 6.7 µM. purified PP5c, OMFP substrate fluorescence. hit rate 0.18% among 320,000. Serine/threonine-protein phosphatase 5 (Homo sapiens), P53041. AID 1987, 2009;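 active means inhibition above the campaign's mean inhibition across all tested compounds plus 3 SD, cut at about 9.5% in these data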;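 further: 0% = DMSO only and 100% = 100 µM cantharidin control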
# TPT1 inhibitor: Candida albicans TPT1 enzyme inhibitors, primary screen, biochemical, fluorescence polarization; hit rate 0.81% among 300,000; inhibition, % at 5 µM; AID 1962, 2009; recombinant caTPT1, FP RNA substrate dephosphorylation;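 active means inhibition above the mean of all tested compounds plus 3 SD, set per screening campaign, cut at about 24% in these data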;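 further: plate controls were DMSO alone for no effect and ferristatin control at 100 nM for full effect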
# HCV core dimer: inhibitors of HCV core protein dimerization, primary screen, biochemical, TR-FRET, high-throughput | TR-FRET GST/Flag-core106 dimerization, 1536-well | inhibition, % at 5 µM | hit rate 0.33% among 300,000;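 active means inhibition above the mean of all tested compounds plus 3 SD, set per screening campaign, cut at about 45% in these data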
#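 Material: GST/Flag-tagged HCV core106 proteins. Incubation: 4 h, 22.5 °C incubation. Read-out basis: inhibition (%) from 671 over 617 nm ratio. Measured by: TR-FRET, excitation 340 nm, emission 617 and 671 nm.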
# JMJD2C inh: inhibitors of GASC-1 histone demethylase, primary screen, biochemical, fluorescence, DELFIA europium; Lysine-specific demethylase 4C (Homo sapiens), Q9H3R0; GST-JMJD2C(1-420) H3K9me3 demethylation; inhibition, % at 2.35 µM; hit rate 0.069% among 330,000;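 active means more than half of a compound's replicate wells show inhibition beyond 50%, single wells judged on their own value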;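 further: signal counts dimethyl H3K9 product captured on neutravidin plate; 0% = median of DMSO wells and 100% = 0.3 times that DMSO median; strong numbers were not always called active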
# Target sequence (Q9H3R0 1-420 limits assumed): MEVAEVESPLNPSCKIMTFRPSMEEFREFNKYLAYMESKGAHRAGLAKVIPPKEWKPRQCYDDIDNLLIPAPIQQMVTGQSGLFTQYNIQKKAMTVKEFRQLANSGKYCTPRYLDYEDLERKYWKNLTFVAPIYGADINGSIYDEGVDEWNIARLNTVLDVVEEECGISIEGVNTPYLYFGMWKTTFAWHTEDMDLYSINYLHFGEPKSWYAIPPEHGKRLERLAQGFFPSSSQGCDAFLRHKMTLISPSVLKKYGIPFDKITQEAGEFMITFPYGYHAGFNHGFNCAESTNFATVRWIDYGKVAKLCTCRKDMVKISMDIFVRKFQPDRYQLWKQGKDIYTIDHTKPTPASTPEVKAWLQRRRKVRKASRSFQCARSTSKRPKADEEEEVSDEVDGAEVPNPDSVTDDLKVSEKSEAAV
# Efflux pump inh: inhibitors of Candida efflux pumps in yeast, primary screen, S. cerevisiae, Nile Red, multiplex; hit rate 0.44% among 330,000; inhibition, % at 10 µM; S. cerevisiae Candida pump triplex; AID 485275, 2010;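 active means plate passing quality check with inhibition over a set limit, or well fluorescence over plate mean plus 4 SD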;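 further: Nile Red retained in pooled yeast measured as flow cytometry median fluorescence; 0% = buffer negative control and 100% = Enniatin B positive control; higher means more Nile Red kept so more efflux inhibition; some compounds called inactive have numbers as strong as hits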
# Fh CTSL1 inh: Fasciola hepatica cathepsin L1 inhibitors, primary screen, counter-screen for PFM18AAP inhibitor project, biochemical, QFRET, fluorogenic peptide substrate. recombinant F. hepatica cathepsin L1, Z-Leu-Arg-MCA fluorescence. inhibition, % at 5.96 µM. hit rate 0.49% among 300,000. AID 1906, 2009;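 active means inhibition above the mean of all tested compounds plus 3 SD, set per screening campaign, cut at about 17% in these data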;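 further: 0% = plate median of test compound wells and 100% = 1 µM Z-Phe-Ala-diazomethylketone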
# proCasp7 act: procaspase-7 activators, primary screen, counter-screen for procaspase-3 activator project, biochemical, absorbance, HTS, human | recombinant procaspase-7, Ac-DEVD-pNA absorbance 405 nm; D23A/D198A/D206A triple mutant, cannot self-cleave; scale: DMSO 0, 5 µM enzyme 100 | hit rate 0.093% among 330,000 | AID 463210, 2010 | activation, % at 8.5 µM;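 active means percent activation above the screen-wide mean plus 3 SD, cut at about 25% in these data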
# Target sequence (P55210 whole entry D23A/D198A/D206A): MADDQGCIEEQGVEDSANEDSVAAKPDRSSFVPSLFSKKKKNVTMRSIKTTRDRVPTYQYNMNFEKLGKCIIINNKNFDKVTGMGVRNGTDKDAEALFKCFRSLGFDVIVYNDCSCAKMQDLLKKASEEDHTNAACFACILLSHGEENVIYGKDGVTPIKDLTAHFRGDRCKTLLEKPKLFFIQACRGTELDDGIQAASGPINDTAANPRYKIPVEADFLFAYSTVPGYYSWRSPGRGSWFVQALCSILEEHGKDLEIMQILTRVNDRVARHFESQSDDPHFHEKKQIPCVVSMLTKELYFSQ
#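 buffer or medium = Zinc-free HEPES/NaCl buffer, pH 7.4 | material = Procaspase-7 triple mutant (PC-7 D3A) | input = 2 µM procaspase-7 mutant as dispensed | signal = Epi-absorbance of released pNA at 405 nm, two timepoints | timing = 1 h preincubation, 2 h reaction | replicates = singlicate compound testing | evaluation = % activation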
# procasp3 activ: activators of human procaspase-3 D3A mutant, primary screen, biochemical, absorbance, PC-3 D3A mutant, single concentration; Caspase-3 (Homo sapiens), P42574; recombinant procaspase-3 D3A, Ac-DEVD-pNA absorbance 405 nm; activation, % at 8.5 µM; hit rate 0.11% among 330,000;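 active means activation above the mean of all tested compounds plus 3 SD, cut at about 21% in these data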;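 further: 0% = DMSO alone and 100% = DMSO wells spiked with extra 5 µM PC-3 D3A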
# Target sequence (P42574 whole entry D9A/D28A/D175A): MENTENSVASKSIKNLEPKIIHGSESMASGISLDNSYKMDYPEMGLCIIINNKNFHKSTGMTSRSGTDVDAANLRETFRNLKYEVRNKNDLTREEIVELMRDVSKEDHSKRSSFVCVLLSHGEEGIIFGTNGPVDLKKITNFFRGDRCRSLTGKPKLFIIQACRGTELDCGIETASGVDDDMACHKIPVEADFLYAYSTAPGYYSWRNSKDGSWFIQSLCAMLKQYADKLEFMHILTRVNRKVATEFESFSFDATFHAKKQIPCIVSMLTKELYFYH
#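 Technique: 405 nm absorbance of p-nitroaniline, reads at 0 and 120 min; Test system: Procaspase-3 D3A mutant; Incubation: 1 h enzyme-compound preincubation, then 2 h substrate reaction, 25 °C; Repeats: singlicate, each compound tested once; Benchmarks: low control DMSO wells, high control DMSO plus 5 µM PC-3 D3A.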
# * hit, by the source's call; / = no result given; & = joins results of further samples. Random draw from the library, and some 2.9% of all compounds hit somewhere here.
SMILES,PP1 inh,PP5 inh,TPT1 inhibitor,HCV core dimer,JMJD2C inh,Efflux pump inh,Fh CTSL1 inh,proCasp7 act,procasp3 activ
COc1ccc(-c2cc(C)nc3nc(N)nn23)cc1,0,2.0,-10,-2,-36,0.0,-1,-3,-1
CC1(C)CC(=O)C=C(NCC(O)c2ccccc2)C1 (stereo unspecified),0,2.9,1,1,-6,0.0,0,-7,6
O=S(=O)(O)Oc1c[nH]c2ccccc12,-1,1.8,25*,-12,-3,0.1,11,-7,4
CC(=O)Nc1ccc(N2C(=O)c3ccc(S(=O)(=O)c4ccc(C(=O)O)cc4)cc3C2=O)cc1,0,-0.5,0,14,6,-0.1,2,-1,2
COc1ccccc1-n1c(SCC(=O)Nc2ccc(C)cc2)nc(O)cc1=O,12,-0.6,2,10,5,0.0,2,-9,5
O=Cc1coc2c(ccc3ccccc32)c1=O,6,-0.1,4,22,-18,1.9*,0,-25,-4
COc1cc(NC(=S)NCc2cccs2)cc(OC)c1,3,1.1,0,-3,-2,0.7,0,-9,-9
CC(=O)Nc1ccc(S(=O)(=O)NCCC(=O)N2CCN(c3ccccc3Cl)CC2)cc1,/,/,/,/,6,0.4,/,3,3
CCOC(=O)C(C#N)C(Cc1ccccc1)c1ccco1 (stereo unspecified),-1,1.4,5,-3,19,-0.1,0,8,3
Cc1ccc(-c2nnc(SCC(=O)N/N=C/c3ccccc3C(=O)O)n2-c2ccc(C)cc2)cc1,3,0.5,-1,14,0,0.0,-5,1,-4
COc1ccc(-c2c(C)oc3c(CN4CCOCC4)c(O)ccc3c2=O)cc1,-2,0.8,1,1,6,0.5,4,1,-6
Cc1ccc(O)c(C2=NCCNC(C(F)(F)C(F)F)=C2)c1,1,0.2,-3,-2,-9,0.0,1,-8,0
CCNC(=O)CSc1nc2ccccc2c(=O)n1CCCOC(C)C,-1,1.6,-2,-8,-5,-0.3,0,-2,10
Cc1ccc2nc(CCc3ccc(N)cc3)[nH]c2c1,2,3.5,1,-1,0,-0.1,1,-10,-10
COC(=O)c1ccc(C(=O)OC)c(NC(=O)CSCc2ccc(Br)cc2)c1,-3,-0.7,2,3,7,0.0,4,8,-2
Cc1nc([N+](=O)[O-])c(C(=O)OCc2cccc(Br)c2)n1C,-2,-2.7,-1,-3,1,0.4,0,-10,0
CC(C)C(=O)Nc1cccc(NC(=O)CCN2C(=O)c3ccccc3S2(=O)=O)c1,-5,-2.5,1,-7,-8,0.0,4,1,3
CCn1cc(C(=O)NCC2CCCO2)c2cc(OC)c(OC)cc2c1=O (stereo unspecified),-2,0.2,-1,-5,-1,-0.1,-1,8,-1
CC1CN(CCC(=O)Nc2ccc3c(c2)OCO3)CC(C)O1 (stereo unspecified),-1,2.9,2,-3,-2,-0.1,1,-3,-6
CCN(C(=O)CSc1nnnn1-c1ccc(OC)cc1)C1CCS(=O)(=O)C1 (stereo unspecified),/,/,/,/,1,-0.2,/,-8,2
N#Cc1cc([N+](=O)[O-])ccc1NC(=O)CSc1n[nH]c(=O)[nH]c1=O,/,/,/,/,1,0.0,/,8,6
CCC(C)c1ccccc1NC(=O)C(C)NCCN(C)C (stereo unspecified),3,1.6,-4,-2,1,-0.2,1,0,-3
CCOC(=O)c1ccc(NC(=O)CSCc2ccco2)cc1,0,0.6,6,29,13,4.4,-1,4,-7
Cc1cccc(/N=C/c2c(O)ccc3oc4c(c23)CCCC4)n1,2,-0.5,-4,7,-17,-0.1,1,-8,1
O=C(NNc1cccc(Cl)n1)Nc1cccc(C(F)(F)F)c1,-6,2.1,2,9,4,-0.1,-4,0,-9
CC(C)Cn1c(SCC(=O)N(C)c2c(N)n(Cc3ccccc3)c(=O)[nH]c2=O)nc2ccccc21,2,-0.8,3,-2,1,0.1,-2,6,12
CS(=O)(=O)N(CC(=O)NCc1ccncc1)c1cc(Cl)cc(Cl)c1,1,0.8,-2,-6,128,-0.3,-1,7,4
CCOC(=O)c1c(C)n(CCNC(C)=O)c2ccc(O)cc12,-7,-1.0,-2,-1,1,0.0,-2,4,0
COc1cc(CCC(=O)NNC(=O)c2ccc(Cl)cc2)cc(OC)c1OC,-1,0.3,0,-7,18,0.0,7,-1,-3
CC(=O)c1c(C)[nH]c(C(=O)CN2CCN(S(=O)(=O)c3ccccc3[N+](=O)[O-])CC2)c1C,-2,-2.5,/,/,/,0.2,/,1,-4
O=C1NC(=S)N/C1=C/c1cc([N+](=O)[O-])ccc1N1CCOCC1,-1,-0.8,-4,0,-41,-0.1,-2,3,-2
O=C(CSc1nc(O)c(-c2ccccc2)c(=O)[nH]1)N1CCOCC1,2,0.8,-1,0,4,-0.1,-2,1,3
COc1ccc(CCNC(=O)c2sc3cc(C)ccc3c2Cl)cc1,-11,-9.0,-6,7,7,-0.1,12,3,-4
CC1(C)OC(=O)N2CCc3ccccc3C21C (stereo unspecified),-2,0.1,-2,1,-8,0.1,-1,9,5
Cc1ccc(S(=O)(=O)Nc2cnn(-c3ccccc3)c(=O)c2Cl)cc1,4,-7.4,-2,0,-14,-0.1,13,-8,-5
O=C(CCN1C(=O)/C(=C/c2ccccc2F)SC1=S)Nc1ccccn1,2,1.4,-1,-1,-11,0.0,3,0,3
O=C(NC(=S)Nc1ccc(N2CCCCC2)cc1)c1ccc2c(c1)OCCO2,0,1.0,-5,4,4,0.1,1,13,8
Cc1nn(-c2ccccc2)c(C)c1P(=O)(c1ccccc1)N(C)C (stereo unspecified),-2,-0.2,-1,-4,-1,0.0,1,-3,-4
COc1ccc(OC)c(CCNC(=O)Cc2ccc(NC3=NC4CS(=O)(=O)CC4S3)cc2)c1 (stereo unspecified),-1,2.5,-4,-8,-4,0.0,5,-3,-9
Cc1ccccc1NC(=O)Cc1nc(COC(=O)C(NC(=O)c2ccccc2C)C(C)C)cs1 (stereo unspecified),-1,-1.4,/,/,/,0.1,/,-2,2
O=C(NCCc1ccccc1)C(c1ccc(F)cc1)N(C(=O)c1csnn1)C1CC1 (stereo unspecified),2,-0.5,-3,-4,-2,0.3,-1,-11,0
O=C(CCSc1ccccc1Cl)Nc1cccc([N+](=O)[O-])c1,2,5.2,1,0,-3,0.0,-4,11,4
O=C(Nc1cc2c(cc1[N+](=O)[O-])OCCO2)c1cccnc1,/,/,/,/,-4,0.1,/,5,1
O=C(Nc1ccccc1)N(CCCN1CCOCC1)Cc1cc2cc3c(cc2[nH]c1=O)OCCO3,-1,2.0,0,13,13&4,0.0,0,2,7
Cc1cccc(C)c1NC(=S)N1CCC(c2ccccc2)C1 (stereo unspecified),3,1.1,-1,-3,-7,-0.1,-4,2,4
O=C(C1c2ccccc2C(=O)N2CCc3ccccc3C12)N1CCN(Cc2ccccc2)CC1 (stereo unspecified),4,2.1,-8,0,3,0.0,4,-6,5
CC(=O)c1cccc(OCc2cc(C(=O)NC(C)Cc3cccnc3)no2)c1 (stereo unspecified),1,2.2,0,-2,-5,-0.1,-3,-2,1
COc1cccc(OCc2nnc(SC)n2C)c1,2,1.7,-3,-15,-1,-0.1,2,8,15
CCS(=O)(=O)N1Cc2ccccc2CC1C(=O)Nc1nc2ccc(C)cc2s1 (stereo unspecified),3,2.8,-1,34,3,-0.4,6,-1,3
Cc1ccc(NC(=O)NCCN2CCCCC2)cc1,3,-0.2,1,-3,1,-0.1,0,1,-1
COc1ccc(Nc2nnc(SCc3cc(=O)n4ccsc4n3)s2)cc1,1,4.4,-13,2,3,0.3,1,0,3
CCCCCC(=O)Nc1ccc(C(=O)N/N=C/c2ccc([N+](=O)[O-])cc2)cc1,2,0.5,1,30,6,9.1*,3,4,-1
CC(/C=C/c1ccco1)=N/NC(=O)CNc1ccccc1C,2,1.5,3,39,-8,-0.1,12,9,9
O=C1CC(N2CCC(c3nc4ccccc4[nH]3)CC2)C(=O)N1c1ccccc1F (stereo unspecified),-7,-1.5,-2,2,15,0.0,4,-14,-20
COc1ccccc1CNC(=O)COC(=O)[C@H](Cc1c[nH]c2ccccc12)NC(=O)c1cccs1,1,1.4,1,-9,-11,-0.2,-16,-3,-10
CC(=O)C(Cc1ccc(Cl)nc1)Cc1ccc(Cl)nc1,-7,-0.9,3,-4,-6,0.1,-3,5,-1
CCCNC(=O)COc1coc(CN2CCN(c3ccccc3F)CC2)cc1=O,-1,0.1,-3,-5,0,0.0,0,2,1
Cc1cccc(-n2c(SC(C)C(=O)O)nc3sc4c(c3c2=O)CCCC4)c1 (stereo unspecified),0,0.9,0,5,11,0.2,2,-1,4
COc1ccc(N=Nc2c(N)n[nH]c2N)cc1,-1,-1.6,-1,-21,5,-0.1,5,4,-1
Cc1cc(C(F)F)n2nc(C(=O)Nc3cccnc3Cl)nc2n1,0,-2.9,4,0,2,-0.1,0,6,-5

# Complete entries, quoted from the list. Values in the order: PP1 inh	PP5 inh	TPT1 inhibitor	HCV core dimer	JMJD2C inh	Efflux pump inh	Fh CTSL1 inh	proCasp7 act	procasp3 activ
# Results for CC(/C=C/c1ccco1)=N/NC(=O)CNc1ccccc1C → 2	1.5	3	39	-8	-0.1	12	9	9
# Results for COc1ccc(N=Nc2c(N)n[nH]c2N)cc1 → -1	-1.6	-1	-21	5	-0.1	5	4	-1

# (more compounds)
SMILES,PP1 inh,PP5 inh,TPT1 inhibitor,HCV core dimer,JMJD2C inh,Efflux pump inh,Fh CTSL1 inh,proCasp7 act,procasp3 activ
CCCCOc1ccc(-c2ncc([N+](=O)[O-])cn2)cc1,-4,-0.7,-2,1,2,-0.1,-5,0,7
O=C(CCCCl)OCc1cn(-c2ccc(Cl)cc2)nn1,0,1.2,-1,0,5,0.1,3,1,6
Cc1cc(C)nc(NS(=O)(=O)c2ccc(NC(=O)C3(c4ccccc4)CCCC3)cc2)n1,1,2.2,-3,3,5,0.2,-1,8,3
COc1cccc(N2CC(C(=O)Oc3ccc4ccccc4c3)CC2=O)c1 (stereo unspecified),-1,2.1,-2,-5,1,0.1,-32,1,-4
COCCNC(=O)c1ccc2c(c1)nc(C)n2-c1cccc(Cl)c1,1,0.1,5,0,2,-0.1,1,0,2
O=C(NC1CCCCC1)C(c1ccncc1)N(Cc1ccc2c(c1)OCO2)C(=O)c1cnsn1 (stereo unspecified),-2,2.5,-3,-2,-5,0.0,-6,-1,-8
